Pin1 inhibitor: inhibitors of human Pin1 | Potency, µM (top dose mostly 115 µM), inactives show at the highest dose activity, negative = inhibition, usual class: inhibitors | Q13526 | AID 504891 | actives 0.009% (n = 390,000) | Pin1 FP peptide displacement, HiFluor488, 10 min; active means well fitted inhibition curve with a large enough effect in the polarisation, with a control signal flat, not every such curve was filed as active; inconclusive means small, poorly fitted or top-dose-only effect, or effect the other way, or a change in a side signal; inactive means no such curve, though single readings can be large or run the other way; the % refers to the polarisation; further: potency means the concentration at half of the fitted maximal effect; on the % scale 0 is the no-effect control and ±100 the full control effect
Target sequence (Q13526 whole entry, looked up): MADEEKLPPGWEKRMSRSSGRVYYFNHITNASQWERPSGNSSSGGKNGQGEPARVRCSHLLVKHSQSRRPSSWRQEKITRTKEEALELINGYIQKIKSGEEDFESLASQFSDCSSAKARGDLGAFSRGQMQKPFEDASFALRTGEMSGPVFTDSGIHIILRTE
TRHR ag: TRH receptor (human) agonism; activation, % at 2 µM; TRHR cells, calcium flux fluo-8, FDSS agonist mode; actives 0.18% (n = 360,000); P34981; AID 493084; in the data active means activation above about 30%; further: 0% is about no effect
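Read-out: compound-evoked intracellular calcium rise in TRHR cells, fluo-8 dye, kinetic FDSS fluorescence at 1 s/cycle following a 10-cycle baseline. Cells cultured overnight before dye loading (30 min–1.5 h, RT).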
TrxR1 substrate: substrates of rat thioredoxin reductase 1. O89049. purified TrxR1 substrate turnover, NADPH consumption readout. Potency, µM (highest dose often 114 µM), without a hit: top-dose activity change, negative = substrate turnover. actives 0.01% (n = 390,000); further: potency means the concentration at half of the fitted maximal effect; on the % scale 0 is the no-effect control and ±100 the full control effect; nearly all actives have a fitted effect of over 50% in size
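Rat TrxR1, dispensed at 90 nM, was prereduced with 400 uM NADPH (final) for 5 min at ~22 deg C, then incubated with compound 15 min before 400 uM selenite. A first-read NADPH fluorescence drop versus no-compound background flagged substrates.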
TRHR PAM: TRH receptor (human) allosteric enhancement | P34981 | TRHR cells, fluo-8 calcium fluorescence, EC20 TRH enhancement | enhancement, % at 2 µM | actives 0.66% (n = 360,000) | AID 493056; in the data active means enhancement above about 30%; further: 0% is about no effect
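Enhancer read-out: after compound pinning and an initial kinetic agonist-mode read, an EC20 of TRH (10 nM final) was injected and fluo-8 calcium signal (Ex 480/Em 530) followed at 1 s/cycle for 100 cycles in TRHR-expressing cells.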
USP1-UAF1 inh: USP1/UAF1 (human) deubiquitinase inhibition; O94782; recombinant USP1/UAF1, Ub-Rhodamine cleavage fluorescence; Potency, µM (highest dose often 57.1 µM), for inactives: at the highest dose activity change, negative = inhibition, usual class: inhibitors; actives 0.23% (n = 390,000); further: potency means the concentration at half of the fitted maximal effect; on the % scale 0 is the no-effect control and ±100 the full control effect; nearly all actives have a fitted effect of over 60% in size; inactives centre near -12
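In this screen, compounds sit with the deubiquitinase complex (1nM) for 15 min at room temperature before Ub-Rho is added at 150nM final. Fluorescence rise is then followed for 6 reads every 60 seconds.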
TrxR1 inh: rat TrxR1 inhibition | O89049 | recombinant rTrxR1, NADPH fluorescence consumption, selenite substrate | Potency, µM (highest dose often 114 µM), for inactives: top-dose activity change, negative = inhibition, actives largely listed as inhibitors | actives 1% (n = 390,000) | AID 588453; further: potency means the concentration at half of the fitted maximal effect; on the % scale 0 is the no-effect control and ±100 the full control effect; nearly all actives have a fitted effect of over 65% in size
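Rat TrxR1 (90 nM in the dispensed reagent) was pre-reduced with 400 uM NADPH for 5 min at room temperature, then incubated with compound for 15 min. After 400 uM selenite was added, NADPH fluorescence (Ex 340/Em 450 nm) was followed for 8 min.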
D2 agonist: D2 dopamine receptor (human) agonism. P14416. HEK293 T-REx D2 cells, calcium flux agonist mode. activation, % at 2 µM. actives 0.53% (n = 340,000). AID 485358;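 active means activation over 3 SD above normal in the single-dose calcium agonist read, cut at about 30% in these data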; further: 0% is about no effect
Target sequence (P14416 whole entry, looked up): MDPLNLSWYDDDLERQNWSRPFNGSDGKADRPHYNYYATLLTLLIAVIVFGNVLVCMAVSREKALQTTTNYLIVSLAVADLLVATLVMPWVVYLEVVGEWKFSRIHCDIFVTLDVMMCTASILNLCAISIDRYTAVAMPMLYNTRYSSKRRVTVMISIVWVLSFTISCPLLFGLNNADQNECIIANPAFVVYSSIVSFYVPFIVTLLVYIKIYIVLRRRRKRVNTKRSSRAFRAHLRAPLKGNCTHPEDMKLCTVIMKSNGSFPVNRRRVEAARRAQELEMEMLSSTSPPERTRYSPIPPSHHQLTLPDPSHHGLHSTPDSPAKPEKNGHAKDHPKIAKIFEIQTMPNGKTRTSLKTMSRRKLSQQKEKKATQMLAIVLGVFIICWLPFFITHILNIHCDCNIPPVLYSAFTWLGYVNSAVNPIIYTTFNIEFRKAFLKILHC
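Tetracycline-induced HEK293 T-REx cells with force-coupled D2 receptor, plated overnight at 30 C, loaded with no-wash calcium dye. After a 10 s baseline, compound was pin-added and calcium flux read kinetically for 180 s; calcium rises flagged agonists.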
D2 antagonist: D2 dopamine receptor (human) antagonism; P14416; HEK293 TREx D2 cells, calcium flux, dopamine EC80; inhibition, % at 10 µM; actives 2% (n = 340,000); AID 485344; in the data active means inhibition above about 30%; further: 0% is about no effect
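Compounds are added to dye-loaded, induced HEK293 T-REx cells coupled to calcium release via D2; after a 3 min kinetic read an EC80 dopamine stimulus is given and fluorescence is recorded for 3 more min.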
IDH1 R132H inh: blocks human mutant IDH1 R132H enzyme. Potency, µM (highest dose often 76.6 µM), for inactives: at the highest dose activity change, negative = inhibition, hits mostly inhibitors. O75874. actives 0.093% (n = 390,000). IDH1-R132H enzyme, NADPH consumption, diaphorase/resazurin fluorescence; further: potency means the concentration at half of the fitted maximal effect; on the % scale 0 is the no-effect control and ±100 the full control effect; nearly all actives have a fitted effect of over 65% in size
Target sequence (O75874 whole entry R132H, stated change not applied): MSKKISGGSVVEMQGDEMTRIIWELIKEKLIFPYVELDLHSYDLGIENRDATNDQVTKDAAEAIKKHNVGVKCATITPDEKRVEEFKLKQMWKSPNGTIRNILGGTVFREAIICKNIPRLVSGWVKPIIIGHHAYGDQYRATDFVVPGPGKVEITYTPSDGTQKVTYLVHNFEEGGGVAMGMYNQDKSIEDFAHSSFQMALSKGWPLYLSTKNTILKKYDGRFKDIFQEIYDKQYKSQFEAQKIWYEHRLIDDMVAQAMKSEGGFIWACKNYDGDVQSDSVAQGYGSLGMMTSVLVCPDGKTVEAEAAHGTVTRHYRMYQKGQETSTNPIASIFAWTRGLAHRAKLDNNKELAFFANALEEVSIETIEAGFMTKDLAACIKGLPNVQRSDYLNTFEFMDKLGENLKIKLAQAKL
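IDH1-R132H (0.5 ug/mL dispensed) in pH 7.5 Tris buffer was preincubated 30 min with compound, then given a substrate mix of 0.016 mM NADPH and 2 mM alpha-KG for 80 min at room temperature; remaining NADPH was read by diaphorase/resazurin fluorescence.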
Numbers without * were called inactive; ? = inconclusive; / = not tested or not shown; [ ] = dose if it differs, or a comment. Unless noted, the call rests on the fitted dose curve; in most records, active means well fitted inhibition curve with a large enough effect; inconclusive means small, poorly fitted or top-dose-only effect; inactive means no such curve, though single readings can be large or run the other way.

SMILES	Pin1 inhibitor	TRHR ag	TrxR1 substrate	TRHR PAM	USP1-UAF1 inh	TrxR1 inh	D2 agonist	D2 antagonist	IDH1 R132H inh
COCCOc1cc(NC(=O)CS(=O)(=O)CC(=O)N(C)C)c(Cl)cc1Cl	0%	0.2	0%[57.1 µM]	4	-23%	4%[57.1 µM]	-0.4	23	1%
CCOc1ccc2oc(C(=O)OCC(=O)NC3CC3)c(C)c2c1	-5%	0.1	10%	-3	5%	5%	3.1	-14	-7%
CSCCC(NC(=O)C12CC3CC(CC(C3)C1)C2)C(=O)OCC(=O)c1ccc(Cl)cc1 (stereo not given)	3%	0.3	-1%	17	-4%	-7%	0.8	-13	0%
Cc1csc(N(C(=O)c2ccc(S(=O)(=O)N(C)C)cc2)c2ccccc2)n1	1%	-0.6	8%[57.1 µM]	12	-19%	16%	-1.6	-6	0%
CCc1ccc(NC(=O)C2CCC(CNS(=O)(=O)c3cccs3)CC2)cc1 (stereo not given)	5%	-1.0	-10%	-3	?	4%	/	/	-6%
O=C(CN1C(=O)NC2(CCCCC2)C1=O)Nc1nc2c(F)cc(F)cc2s1	32%[activator]	0.2	-1%	0	-13%	-9%	0.8	-20	-2%
Cn1c(O)c(N=NC(=O)Cn2ccc(C(F)(F)F)n2)c2ccccc21	-4%	-0.8	-12%	-3	-17%	-19%	-0.2	-6	7%
CCCCN(C(=O)COC(=O)c1ccc(C=O)cc1)c1c(N)n(CCC)c(=O)[nH]c1=O	38%[activator]	0.8	0%	-2	-15%	5%	0.1	-13	3%
COc1ccc(CCNC(=O)Cc2cccc(C(F)(F)F)c2)cc1OC	-1%	1.4	1%	-5	-2%	20%	/	/	6%
COC(=O)c1c(C(C)=O)c(C)n(C)c1C	-1%	0.2	4%	12	-19%	9%	1.0	5	8%
Cc1c(CCC(=O)O)c(=O)oc2cc(OCc3cccc(F)c3)ccc12	-4%	0.1	268%[activator]	-1	-19%	-3%	1.9	24	0%
Nc1nonc1C(=O)NCCNCc1ccccc1OCc1ccc(F)cc1	-1%	0.5	-3%	2	-11%	7%	-1.2	-11	3%

Retrieved one by one from above:
SMILES	Pin1 inhibitor	TRHR ag	TrxR1 substrate	TRHR PAM	USP1-UAF1 inh	TrxR1 inh	D2 agonist	D2 antagonist	IDH1 R132H inh
COc1ccc(CCNC(=O)Cc2cccc(C(F)(F)F)c2)cc1OC	-1%	1.4	1%	-5	-2%	20%	/	/	6%
Cc1csc(N(C(=O)c2ccc(S(=O)(=O)N(C)C)cc2)c2ccccc2)n1	1%	-0.6	8%[57.1 µM]	12	-19%	16%	-1.6	-6	0%

More results:
SMILES	Pin1 inhibitor	TRHR ag	TrxR1 substrate	TRHR PAM	USP1-UAF1 inh	TrxR1 inh	D2 agonist	D2 antagonist	IDH1 R132H inh
Cc1cc(C)n2c(=O)[nH]nc2c1	-10%	/	54%[activator]	/	-15%	9%	/	/	0%
Cc1cccc(N(Cc2ccccc2)C(=O)Cc2ccc(S(=O)(=O)N3CCOCC3)s2)c1	45%[activator]	0.3	-5%	0	-19%	-1%	-0.3	2	0%
Cc1ccc2c(c1)N(CC(=O)Nc1ccc3c(c1)OCCO3)C(=O)CO2	-4%	-4.1	4%	-26	-16%	21%	3.1	0	9%
N#CC1=C(N)N(c2ccccc2)C2=C(C(=O)CCC2)C1c1ccccc1 (stereo not given)	-4%	-0.3	0%	-2	-4%	-22%	-0.1	1	0%
O=C(CSc1nc2ccc(Cl)cc2[nH]1)c1ccc2c(c1)OCO2	4%	-0.2	-1%[57.1 µM]	-10	-9%	4%[57.1 µM]	-1.3	-2	5%
CSc1nc(C)nc2c1c(=O)n(C)c(=O)n2C	0%	0.0	5%[57.1 µM]	4	-15%	2%[57.1 µM]	0.1	-5	18%
CCc1nnc(NC(=O)c2nc(SCc3ccc(F)cc3)ncc2Cl)s1	?	0.5	4%	-6	-17%	11%	-0.7	/	-18%
COCCNc1nc(-c2cc(C)c(C)cc2C)cs1	-4%	-0.6	-1%[57.1 µM]	0	-10%	18%[57.1 µM]	-1.8	0	4%
COc1ccc(N(CC(O)CN2C(=O)NC(C)(C)C2=O)S(=O)(=O)c2ccc(C)cc2)cc1 (stereo not given)	-4%	-0.4	0%	8	-13%	20%	-0.2	1	-2%
Cc1ccc(S(=O)(=O)n2cccc2C)cc1	-2%	/	-6%	/	-4%	-11%	/	/	4%
Cn1c2ccccc2c2nnc(SCC(=O)NC3CC3)nc21	-2%	0.4	-3%[57.1 µM]	-6	-17%	-3%[57.1 µM]	1.6	-6	-4%
COc1cc(C2c3[nH]c4ccccc4c3CC3COC(=O)N32)cc(OC)c1O (stereo not given)	-3%	/	-5%[57.1 µM]	/	-15%	-1%[11.4 µM]	/	/	6%
COC(=O)c1cc(NCc2cccs2)ccc1N1CCOCC1	3%	0.3	-3%	3	-15%	1%	-1.1	15	3%
COc1ccc2cc(/C=C3\SC(=S)NC3=O)c(N3CCOCC3)nc2c1	61%[activator]	0.3	-11%	-5	-20%	-23%	-1.2	1	-14%
O=C(NC(=O)c1ccccc1O)c1ccc(C(F)(F)F)cc1	-5%	1.4	-3%	1	-15%	9%	/	/	-1%
COc1c(C)cccc1C(=O)Nc1cc(Cl)ccc1N1CCOCC1	4%	0.4	10%[57.1 µM]	1	-32%	42%	0.6	-13	1%
CNc1c(C(=O)O)ccc2c1C(=O)c1ccccc1C2=O	?	0.0	-12%	17	-16%	-11%	-0.9	18	10%
CC(C)(C)NC(=O)CSc1nnc(CN2CCCCCC2=O)n1-c1ccccn1	0%	0.1	-7%[57.1 µM]	18	2%	-8%[57.1 µM]	0.3	-9	-6%
CCOC(=O)C(C)Sc1nc(=O)n2cc(C)ccc2n1 (stereo not given)	?	0.1	10%[57.1 µM]	8	?	8%[57.1 µM]	-0.2	-16	3%
Cc1cccc(NS(=O)(=O)c2ccc(C)c(C(=O)N(C)C3CCN(C)CC3)c2)c1	-3%	-0.4	0%	-5	-12%	5%	/	/	0%
O=C(Cc1cccs1)NCc1ccc2c(c1)OCO2	0%	-0.3	-12%	2	0%	-14%	-0.2	7	0%
CCC(Cc1ccccc1)NC(=O)Cn1ncc2c3ccccc3n(Cc3ccc(F)cc3)c2c1=O (stereo not given)	0%	1.7	21%	-9	-8%	7%	/	/	22%
CCOc1ccc(CNC(=O)Nc2ccccc2)cc1	-8%	-1.5	7%[57.1 µM]	2	-17%	-2%[57.1 µM]	-0.3	3	3%
CCC1=C(OC(=O)N(CC)CC)N2C(=O)OC(=NCC3CC3)[C@]2(C)[C@H]2C1=CC[C@H]1C(=O)N(CC(=O)OC)C(=O)[C@H]12	1%	-0.1	-5%	-2	-24%	-3%	-0.2	11	-16%
COC(=O)COc1cccc2c(=O)n(CC(=O)NCc3ccccc3)ccc12	0%	-0.2	7%	7	-17%	14%	-0.1	8	5%
COC(=O)CSC1=C(C#N)C(=O)NC(c2ccccc2)S1 (stereo not given)	1%	-0.3	-24%	7	-7%	28µM*	-0.6	-16	21%
O=C(c1ccccc1)c1n[nH]c(-c2ccccc2)cc1=O	-2%	0.0	-6%	0	-18%	20%[57.1 µM]	0.7	-1	6%
CCn1c2ccccc2c2nnc(SCN3C(=O)c4ccccc4C3=O)nc21	-2%	/	-1%	/	-4%	2%	/	/	-2%
COc1ccccc1Cn1c(CNS(=O)(=O)c2ccc3c(c2)CCCC3)nc2cccnc21	49%[activator]	-0.3	2%[57.1 µM]	2	-11%	26%[57.1 µM]	0.8	/	-2%
CCOc1ccc(C(=O)COC(=O)c2ccc(-n3cnnn3)cc2)cc1	30%	-0.8	4%	-2	-21%	35%	-0.1	13	-5%
O=C(NCc1ccccn1)C1COc2ccccc2O1 (stereo not given)	-4%	0.2	0%	-2	0%	-8%	-1.3	-10	1%
COc1ccc(Cl)cc1NC(=O)c1[nH]nc(OC)c1[N+](=O)[O-]	-5%	-0.4	6%	6	-17%	22%	-0.6	11	12%
CCCC(=Nc1ccccc1OC)C1=C(O)CC(c2ccccc2)CC1=O (stereo not given)	2%	0.0	-1%	4	-6%	-1%	-9.2	1	2%
Cc1cccc(CC(=O)Nc2ccc(C(=O)N3CCCCC3)cc2)c1	-1%	-0.3	-4%	18	7%	2%	-1.4	-3	0%
COc1ccc(N2CCN(c3nc4ccccc4n4c(C)nnc34)CC2)cc1	-2%	-0.2	-10%	0	?	0%	0.9	/	-13%
Cc1ccc(C(=O)Cn2nnc(-c3ccccc3)n2)cc1	15%	0.4	5%[57.1 µM]	-5	-5%	14%[57.1 µM]	-0.4	-1	7%
Cc1ccc(-n2c(Cc3ccccc3)nnc2SCc2nc(-c3cccs3)no2)cc1	23%	-0.1	-11%	0	-22%	1%	/	/	-8%
O=c1[nH]c2ccccc2n1Cc1ccc(Cl)cc1	1%	-0.2	0%	0	-18%	6%	-0.1	-10	3%
COc1ccc(CC(=O)Nc2ccc(N3CCN(c4ccc(OC)cc4)CC3)c(C#N)c2)cc1	7%	0.2	11%	23	-8%	5%[57.1 µM]	-2.6	15	-3%
CC(C)CCNC(=O)c1ccc(C2SCC(=O)N2Cc2ccco2)cc1 (stereo not given)	-1%	-0.1	5%	-1	-19%	-20%	-0.2	-8	4%
COc1ccccc1Nc1nc(-c2sc(N)nc2C)cs1	22%	-0.3	3%	-4	-23%	2%	-0.5	38*	13%
CCOC(=O)c1cc2c(=O)n3ccccc3nc2n(CCCOC)c1=NC(=O)c1cccnc1	/	-0.8	/	0	/	/	0.2	4	/
COc1cc(/C=N/NC(=O)c2ccncc2)ccc1OC(=O)c1ccc([N+](=O)[O-])cc1	-4%	-0.2	-4%	8	-9%	1%	0.6	3	6%
CCOCCCNC(=O)C1CCN(C(=O)Nc2ccc(Cl)cc2)CC1	-3%	0.0	2%	4	-14%	-3%	0.3	3	5%
COCC1CCCCC1OS(N)(=O)=O (stereo not given)	-4%	-0.1	13%[57.1 µM]	0	?	18%[57.1 µM]	0.0	15	-2%

Bioassay records: PubChem BioAssay, National Center for Advancing Translational Sciences (NCATS)

Some of the compounds tested. The share of hits here may be higher or lower than overall.
